DDE Tn6 FP inh – inhibitors of Tn6 peptide binding to human fibrin DD(E). P02675. Fibrin DD(E) TRITC-Tn6 fluorescence polarization displacement. inhibition, % at 8.3 µM. hit rate 0.21% among 370,000. AID 720509;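 active = inhibition above a per-campaign cutoff: mean of compounds within control limits plus 3 SD, cut at about 15% in these data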;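 note: 0% = median of all compound wells on the plate and 100% = blocking peptide control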
DDE Tn7 FP inh – DD(E)-Tn7 binding inhibition, primary FP screen; P02675; FP displacement of FITC-Tn7 peptide from fibrin DD(E); 0% = median of compound wells per plate; inhibition, % at 8.3 µM; hit rate 0.13% among 370,000; AID 720508;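 active = inhibition above the mean of compounds falling within the control limits plus 3 SD of them, cut at about 14% in these data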;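 note: 0% = plate median of compound wells and 100% = 10 µM Aha-Tn7 peptide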
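Assay system: human fibrin DD(E) protein / Input: 2 µM fibrin DD(E) / Benchmarks: high control of 10 µM Aha-Tn7 peptide / Measured by: fluorescence polarization of the labelled Tn7 tracer / Medium: Tris buffer with calcium and detergent, pH 7.8 / Timing: 10 min compound pre-incubation, 3 h probe incubation at room temperature / Repeats: one replicate per compound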
MBD2 inh – blocks human MBD2 binding to methylated DNA; Q9UBB5; TR-FRET, MBD2 binding to methylated oligonucleotide; inhibition, % at 4.4 µM; hit rate 0.31% among 370,000; in the data active = inhibition above about 13%
TCR-CD3 inh – inhibitors of human TCR-CD3 interaction; TAMRA-labeled TCR probe fluorescence, biochemical; inhibition, % at 9.4 µM; hit rate 0.37% among 360,000; AID 651800; in the data active = inhibition above about 19%;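 note: recombinant mutant TCR 2C K166C tagged with TAMRA read by polarization; 0% = receptor in buffer alone and 100% = receptor with positive control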
PRMT1 inh – PRMT1 (human) inhibition, primary screen; Q99873; recombinant PRMT1, activity-based probe fluorescence polarization; inhibition, % at 2.79 µM; hit rate 1.3% among 370,000; AID 652257;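 active = inhibition above about 21% made by adding two undisclosed values, limit read from the data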
SIAE primary – blocks human sialic acid acetylesterase. Q9HAT2. SIAE FP-Rh probe binding, fluorescence polarization. inhibition, % at 9.66 µM. hit rate 0.69% among 370,000;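 active = inhibition above a cutoff: mean of compounds within the control limits plus 3 SD of those, cut at about 17% in these data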;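 note: 0% = plate median of compound wells and 100% = probe without SIAE protein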
Target sequence (Q9HAT2 whole entry, looked up): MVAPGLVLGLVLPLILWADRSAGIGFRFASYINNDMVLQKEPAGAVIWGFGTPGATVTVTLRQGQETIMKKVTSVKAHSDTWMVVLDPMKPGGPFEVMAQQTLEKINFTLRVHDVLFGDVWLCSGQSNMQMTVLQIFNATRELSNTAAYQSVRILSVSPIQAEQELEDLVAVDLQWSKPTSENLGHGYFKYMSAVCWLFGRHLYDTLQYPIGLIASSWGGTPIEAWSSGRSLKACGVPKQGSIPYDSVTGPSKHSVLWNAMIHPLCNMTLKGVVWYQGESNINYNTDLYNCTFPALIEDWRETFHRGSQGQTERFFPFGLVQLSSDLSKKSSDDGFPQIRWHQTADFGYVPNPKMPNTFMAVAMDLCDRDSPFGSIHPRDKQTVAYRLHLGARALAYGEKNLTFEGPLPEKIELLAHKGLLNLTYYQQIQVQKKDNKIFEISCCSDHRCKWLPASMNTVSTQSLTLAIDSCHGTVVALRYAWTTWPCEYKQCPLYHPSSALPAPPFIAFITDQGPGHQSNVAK
TDP2 absorb – blocks human TDP2 phosphodiesterase activity; O95551; recombinant TDP2, T5PNP hydrolysis, p-nitrophenol absorbance 415 nm; inhibition, % at 12.8 µM; hit rate 0.34% among 370,000; AID 720702;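 active = inhibition above the mean of all tested compounds plus 3 SD, set per campaign, cut at about 25% in these data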;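 note: 0% = DMSO with enzyme and 100% = buffer with substrate but no TDP2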
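Incubation: 2 h at 37 °C; Test system: recombinant human TDP2; Quantity: enzyme 120 nM; Read-out basis: percent inhibition; Medium: 50 mM Tris-HCl pH 7.5 with Mg2+, KCl, DTT, BSA; Repeats: single replicate; Compound: 12.8 µM single point, 1% DMSO; Signal: epi absorbance; Reagent: 5 mM T5PNP chromogenic substrate; Benchmarks: no-enzyme high, DMSO-plus-enzyme low.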
LEDGF integ inh – blocks HIV-1 LEDGF/p75-dependent DNA integration; TR-FRET IN-LEDGF/p75 DNA integration, Eu/Cy5; inhibition, % at 3.7 µM; hit rate 0.64% among 370,000; AID 743269;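 active = inhibition above the screen-wide mean plus 3 SD, cut at about 13% in these data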;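 note: signal is the Cy5 over europium emission ratio at 671 and 618 nm; 0% = plate median of compound wells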
UHRF1 binding – UHRF1 methyl-DNA binding inhibition. hit rate 0.75% among 370,000. UHRF1 binding to methylated oligo, TR-FRET. inhibition, % at 4.4 µM; in the data active = inhibition above about 21%;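 note: UHRF1 SRA domain binding a hemimethylated CpG hairpin DNA probe; 0% = median of test compound wells and 100% = reference inhibitor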
proKLK7 act – activates the human kallikrein-7 zymogen | P49862 | purified proKLK7, EDANS-DABCYL substrate fluorescence; 100% is mature enzyme control, 0% vehicle | activation, % at 7 µM | hit rate 0.9% among 370,000;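 active = activation above the mean of all tested compounds plus 3 SD, computed per campaign excluding outliers beyond control limits, cut at about 13% in these data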
Target sequence (P49862 whole entry, looked up): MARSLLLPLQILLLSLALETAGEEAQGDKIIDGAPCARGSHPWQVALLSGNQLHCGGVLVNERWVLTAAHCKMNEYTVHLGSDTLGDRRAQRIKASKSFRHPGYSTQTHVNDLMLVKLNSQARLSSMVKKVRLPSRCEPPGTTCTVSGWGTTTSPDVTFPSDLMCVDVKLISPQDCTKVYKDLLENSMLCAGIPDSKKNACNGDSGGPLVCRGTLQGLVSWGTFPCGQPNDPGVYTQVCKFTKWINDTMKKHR
The depositor's hits bear a star.

Values run as follows: DDE Tn6 FP inh, DDE Tn7 FP inh, MBD2 inh, TCR-CD3 inh, PRMT1 inh, SIAE primary, TDP2 absorb, LEDGF integ inh, UHRF1 binding, proKLK7 act
1: COc1ccc(C(=O)NCc2nnc(SCC(=O)N3CCC(C)CC3)o2)cc1OC
    4, 3, 1, 1, -2, -10, -16, -4, 4, 0.1
2: O=C(COC(=O)c1cccs1)Nc1ccccc1
    1, 4, 1, 5, 2, -2, -7, -5, -1, -0.4
3: Cc1ccc2nc3sc(C(=O)Nc4c(C)[nH]c(=O)[nH]c4=O)c(N)c3cc2c1
    1, -5, -5, 4, 18, -1, -2, 2, -7, -0.8
4: COc1ccc(-c2n[nH]c(=S)n2-c2ccc(C)cc2C)cc1
    -4, -6, 2, 9, -2, 13, 3, 0, -1, -0.8
5: COc1ccc(C(NC(=O)C2CCN(CCCOc3ccccc3)CC2)c2ccccn2)cc1 (centres undefined)
    2, 1, 3, 0, 1, -3, 0, -1, 1, -0.2
6: Cc1cc(C)c(S(=O)(=O)N2CCN(C(=O)C3CCCO3)CC2)c(C)c1 (centres undefined)
    0, -10, -1, 8, 2, -1, -11, 2, 0, 0.2
7: COc1ccc(S(=O)(=O)NCCc2nnc3ccc(SCc4cccnc4)nn23)cc1
    4, 2, 0, 5, 0, 0, 9, 2, -1, -0.2
8: Cc1ccc(NC(=O)CN2CCC(C(=O)c3ccc(F)cc3)CC2)cc1
    3, 2, -1, 10, -2, -6, -2, -1, -3, 0.0
9: Cc1ccc(/C=N/NC(=O)c2ccccn2)o1
    3, 6, -4, 5, -3, 0, -9, 0, -2, 1.1
10: O=S(=O)(Nc1cccc(-c2ccc(N3CCOCC3)nn2)c1)c1cc(Cl)ccc1Cl
    -1, 6, 5, 7, -3, -13, -3, 0, 0, -0.2
11: Cc1ccc(N(CC(=O)Nc2ccc3c(c2)OCCO3)S(=O)(=O)c2c(C)noc2C)cc1
    5, -10, -5, -2, -1, -1, -10, -2, 4, 0.1
12: Nc1nc(-c2ccc(F)cc2)cs1
    4, 0, 2, 6, -2, 3, 2, -2, 1, 0.5
13: CC(C)C(=O)N1CCC(c2nc(-c3ccc(S(=O)(=O)N4CCN(C)CC4)cc3)no2)CC1
    12, -2, -8, 8, -1, 3, -4, -5, -1, -0.2
14: N=C(N)SCc1ccc(O)c([N+](=O)[O-])c1
    -5, 8, 0, 2, -3, -3, -2, 1, 38*, 0.3
15: N#CCCN(Cc1cccnc1)S(=O)(=O)c1ccc(S(=O)(=O)NC2CCCCC2)cc1
    0, 4, 6, 5, -2, 2, 3, -1, 3, 0.2
16: COc1ccc(CC(=O)Nc2nnc(-c3cccc([N+](=O)[O-])c3)s2)cc1
    -5, 1, 3, 1, 0, -4, 11, 2, -2, 0.1
17: O=C(CNCCc1ccc(F)cc1)Nc1cc(F)ccc1F
    -5, 0, 0, 6, 0, 2, -8, 6, 0, 0.8
18: CCC(C)N1C(=O)CCC1C(=O)O (centres undefined)
    -2, -6, 0, -1, 0, 0, 6, -2, -1, 0.0
19: CC1(C(=O)NS(=O)(=O)c2ccccc2)CCN1C(=O)CC1CCCCC1 (centres undefined)
    3, 3, 4, 2, 0, 4, 5, 12, 3, -0.2
20: O=C(O)c1cc2cccc(S(=O)(=O)N3CCOCC3)c2cc1O
    0, -5, 2, -4, 2, 6, -4, -1, 4, 14*
21: CC(C)CC(=O)Nc1cc2nn(-c3ccccc3)nc2cc1Cl
    6, -1, -1, 3, -6, -5, -8, 2, 0, 0.3
22: CC(=O)Nc1ccc(NC(=O)CSc2nnnn2-c2ccc(F)cc2)cc1
    -3, 0, 4, 5, -3, -1, 13, 0, -3, -1.1
23: COC(=O)c1ccc(C2c3c(oc4ccc(F)cc4c3=O)C(=O)N2CCO)cc1 (centres undefined)
    8, 6, -11, 6, -1, 2, 3, 2, -1, 0.6
24: Cc1ccc(C(=O)CSc2nnc(C(C)C)n2C)cc1C
    1, -1, 0, 2, 1, -1, 7, -3, -2, -0.1
25: Cc1ccc(S(=O)(=O)N(C)C)cc1NC(=O)COC(=O)C1COc2ccccc2O1 (centres undefined)
    6, -3, -1, -3, 1, -2, -5, 2, -1, -0.4
26: CCn1cc(C(=O)Nc2ccc(Cl)cc2Cl)cn1
    6, -1, 1, 4, -3, -1, 3, -2, 0, -0.3
27: CC(O)CN(Cc1cccc(Cl)c1)CC(C)O (centres undefined)
    -4, 6, -5, 1, -3, 2, 22, 3, -1, 0.6
28: COC(=O)Cn1c(-c2ccc(OC)cc2)c(-c2ccc(OC)cc2)nnc1=O
    -13, -8, 8, -4, 6, -1, -18, -3, 4, 0.7
29: O=C(Nc1nnc([C@H]2C[C@H](O)[C@@H](CO)O2)s1)c1cccc(OC(F)(F)F)c1
    2, 9, 2, 3, -1, 1, 4, 1, -3, 0.0
30: Cc1ccc(-n2nc(C(=O)c3ccccc3)n3c(=O)cc(-c4ccccc4)nc23)cc1
    0, -1, -4, 4, -3, 5, -1, 0, -1, -0.1

A second format for part of the listing above.
no.	Molecule	DDE Tn6 FP inh	DDE Tn7 FP inh	MBD2 inh	TCR-CD3 inh	PRMT1 inh	SIAE primary	TDP2 absorb	LEDGF integ inh	UHRF1 binding	proKLK7 act
10	O=S(=O)(Nc1cccc(-c2ccc(N3CCOCC3)nn2)c1)c1cc(Cl)ccc1Cl	-1	6	5	7	-3	-13	-3	0	0	-0.2
20	O=C(O)c1cc2cccc(S(=O)(=O)N3CCOCC3)c2cc1O	0	-5	2	-4	2	6	-4	-1	4	14*
4	COc1ccc(-c2n[nH]c(=S)n2-c2ccc(C)cc2C)cc1	-4	-6	2	9	-2	13	3	0	-1	-0.8
22	CC(=O)Nc1ccc(NC(=O)CSc2nnnn2-c2ccc(F)cc2)cc1	-3	0	4	5	-3	-1	13	0	-3	-1.1
25	Cc1ccc(S(=O)(=O)N(C)C)cc1NC(=O)COC(=O)C1COc2ccccc2O1 (centres undefined)	6	-3	-1	-3	1	-2	-5	2	-1	-0.4

(continued)
Values run as follows: DDE Tn6 FP inh, DDE Tn7 FP inh, MBD2 inh, TCR-CD3 inh, PRMT1 inh, SIAE primary, TDP2 absorb, LEDGF integ inh, UHRF1 binding, proKLK7 act
31: Cc1cc(/C=C2\SC(=S)NC2=O)c(C)n1C1CC1
    7, 8, -16, 9, 6, -7, 7, 10, -6, 0.3
32: C/C(=N\NC(=O)Cc1cccn1C)c1ccc([N+](=O)[O-])cc1
    5, 9, 1, 6, 0, -2, 5, -2, 0, 0.4
33: CC1CCN(c2ccc3c(c2)S(=O)(=O)c2cccc(C(=O)NC4CC4)c2C3=O)CC1
    -1, 0, -6, 4, 0, -14, 0, 2, -7, -1.1
34: CC(C)(C)C(=O)Nc1nnc(Cc2ccccc2)s1
    -5, 0, -4, 8, -3, 5, 3, 3, -5, 0.5
35: CCNS(=O)(=O)c1ccc(CCC(=O)NCc2ccc3c(c2)OCO3)cc1
    -1, 5, 4, -1, 3, -3, -1, -4, 1, -0.4
36: COC(=O)c1cc(C(=O)OCC(=O)N(C)C2CCS(=O)(=O)C2)cc([N+](=O)[O-])c1 (centres undefined)
    0, 1, 0, 7, -1, 0, 3, 2, 2, -0.3
37: CCN(CC)C(=O)CSc1nnc(-c2cc(-c3ccc(Cl)cc3)nc3ccccc23)o1
    -15, -10, 2, 2, 0, -2, -8, -4, 13, 0.1
38: CC(OC(=O)c1cc2sccc2n1C)C(=O)NC(C)(C)C (centres undefined)
    3, 5, 0, 6, 0, -3, -2, 2, 3, -0.2
39: O=C(CCOc1ccccc1)Nc1cccc([N+](=O)[O-])c1
    5, -6, -2, 3, 5, 4, -5, -5, 5, 0.3
40: O=C(CCNC(=O)N1CC(=O)Nc2ccccc21)NCCc1ccc(Cl)cc1
    5, -8, -4, -1, -3, -7, 0, 3, -2, 0.7
41: CC(C)c1ccc(N(C(=O)c2snc(C(N)=O)c2N)C(C(=O)NCC2CCCO2)c2ccc(N(C)C)cc2)cc1 (centres undefined)
    -1, 5, 3, 0, 0, -8, -11, -4, 0, 0.4
42: Cc1ccc(C)c(C(=O)NC(C)CCc2ccccc2)c1 (centres undefined)
    -6, 1, -2, 8, 1, -2, 5, 1, -1, -0.6
43: CC(=O)Nc1cccc(-c2ccnc3c2CC(C(=O)Nc2ccc(F)c(Cl)c2)O3)c1 (centres undefined)
    -12, -2, -1, -9, -2, -22, 6, -3, 2, -0.1
44: CC1(C)CC(=O)C(C=NCCN2CCN(C(=O)NC34CC5CC(CC(C5)C3)C4)CC2)=C(O)C1
    -2, -9, 4, 6, 2, -2, -14, -4, 2, -0.2
45: CS(=O)(=O)c1ccc(-c2nnc(NC(=O)c3ccco3)o2)cc1
    -7, -2, -2, -3, -1, -4, 6, 2, -2, -0.5
46: Cn1c(=O)oc2cc(S(=O)(=O)NCCN3CCN(c4ccccc4F)CC3)ccc21
    -7, -2, 7, 0, -2, 5, 5, -3, 1, 0.7
47: CCOC(=O)c1ccc(NC(=S)NC(=O)COc2ccccc2)cc1
    -2, -5, -2, 1, 1, 2, 9, -3, -3, 0.1

Given with the structure last: part of the list above.
#	DDE Tn6 FP inh	DDE Tn7 FP inh	MBD2 inh	TCR-CD3 inh	PRMT1 inh	SIAE primary	TDP2 absorb	LEDGF integ inh	UHRF1 binding	proKLK7 act	Molecule
31	7	8	-16	9	6	-7	7	10	-6	0.3	Cc1cc(/C=C2\SC(=S)NC2=O)c(C)n1C1CC1
32	5	9	1	6	0	-2	5	-2	0	0.4	C/C(=N\NC(=O)Cc1cccn1C)c1ccc([N+](=O)[O-])cc1
33	-1	0	-6	4	0	-14	0	2	-7	-1.1	CC1CCN(c2ccc3c(c2)S(=O)(=O)c2cccc(C(=O)NC4CC4)c2C3=O)CC1
34	-5	0	-4	8	-3	5	3	3	-5	0.5	CC(C)(C)C(=O)Nc1nnc(Cc2ccccc2)s1

Source: PubChem BioAssay
